# P. falciparum M17LAP: P. falciparum M17LAP inhibitors, primary screen, biochemical, fluorogenic H-Leu-NHMec substrate, 1536-well (AID 1619). recombinant M17LAP, H-Leu-NHMec fluorogenic kinetic assay; higher % means a stronger effect. one-dose inhibition, % at 30 µM; IC50 in µM for titrated hits. 0.38% of 220,000 active;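 active = compound inhibiting the enzyme by more than half at any dose during confirmatory dose-response retesting; inconclusive = strong single-dose inhibitors picked by rank but not retested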;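 note: plate controls were full reaction with DMSO carrier for no effect and no enzyme background for full effect; strong numbers were not always called active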
# LYP inhibition: inhibitors of LYP phosphatase, biochemical, fluorescence intensity, uHTS (AID 1779); recombinant LYP phosphatase, fluorescence intensity; higher % means a stronger effect; inhibition, % at 11.5 µM, or IC50 in µM where a hit was titrated; 0.054% of 290,000 active;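 note: plate controls were vehicle with enzyme for no effect and no enzyme for full effect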
# TNAP activation fold: stimulation of alkaline phosphatase TNAP activity – biochemical, luminescent, no phosphate acceptor, uHTS, primary screen (AID 1001); purified TNAP, luminescent activation assay, no phosphate acceptor; higher activation fold means a stronger effect; activation fold at 20 µM; hits with a dose series show EC50 in µM; 0.03% of 200,000 active; in the data active = activation fold from about 3, or a potency from the dose series; inactive = the rest, 99 in 100 with activation fold below about 1.6; note: many of its hits are not listed in these tables
# M1AAP inhibition: P. falciparum M1AAP inhibitors, biochemical, fluorogenic H-Leu-NHMec substrate, 1536-well (AID 1445) | one-dose inhibition, % at 30 µM; IC50 in µM for titrated hits | 0.42% of 220,000 active | recombinant M1AAP, H-Leu-NHMec fluorogenic kinetic assay; higher % means a stronger effect;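 active = primary inhibition above the hit cutoff, then over 50% inhibition at one or more dose response concentrations, cut at about 23% in these data, passing the limit was not always enough; inconclusive = conflicting primary data, or primary hits not chosen for dose response; inactive = low primary inhibition, or under 50% at every dose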;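 note: plate controls were DMSO full reaction for no effect and no enzyme background for full effect; strong numbers were not always called active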
# XIAP antagonists: XIAP antagonists, biochemical, IAP family, fluorescence polarization (AID 1018). XIAP BIR domain, fluorescence polarization peptide displacement; higher % means a stronger effect. displacement, % at 20 µM, or IC50 in µM where a hit was titrated. 0.007% of 200,000 active; in the data active = displacement above about 50%; note: a part of the inactive calls stands beside numbers as strong as those of hits
# Yfh1-depleted yeast: enhancers of respiration in Yfh1-depleted yeast, dose response, Friedreich's ataxia, plus single-dose screen (AID 1465). one-dose fold induction at 50 µM; EC50 in µM for titrated hits. S. cerevisiae Yfh1-off respiration, WST-1 reduction, 72 h; higher fold induction means a stronger effect. 0.074% of 220,000 active;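 active = fold induction of absorbance versus untreated yeast above a set limit, then at least 30% activation at any dose in follow-up; inconclusive = repeats straddling the limit, or above it without dose testing; inactive = fold induction below the set limit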;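 note: activators that raise dye reduction in frataxin-depleted yeast; strong numbers were not always called active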
# human PMI inhibitors: MPI inhibition at elevated mannose 6-phosphate – biochemical, fluorescence intensity, high mannose 6-phosphate, primary screen (AID 1220) | one-dose inhibition, % at 20 µM; IC50 in µM for titrated hits | recombinant PMI enzyme, coupled fluorescence intensity; higher % means a stronger effect | 0.66% of 190,000 active
# WT yeast gro inh: growth inhibition of WT yeast, mitochondrial fusion screen | AID 1362 | mitochondrial fusion phenotypic screen, WT strain | 2.1% of 190,000 active | inhibition, % at 10 µM; in the data active = inhibition above about 58%; tested in S. cerevisiae
# PMI inhibitors: inhibitors of human PMI, primary screen, biochemical, fluorescence intensity, coupled assay (AID 1209). purified PMI enzyme, coupled fluorescence intensity; higher % means a stronger effect. inhibition, % at 20 µM, or IC50 in µM where a hit was titrated. 0.42% of 190,000 active;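 note: plate controls were DMSO vehicle for no effect and wells lacking substrate for full effect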
# WT yeast gro inh mutant strain: recorded beside WT yeast gro inh, whose call it bears; inhibition, %; mitochondrial fusion phenotypic screen, mutant strain inhibition
# * marks the source's active call; other numbers are inactive results; i = inactive; u = inconclusive; x = not tested or not shown. Cut-off read from the data, not from the text of the source, unless noted: active = inhibition above about 50%; inactive = the rest.
SMILES,P. falciparum M17LAP,LYP inhibition,TNAP activation fold,M1AAP inhibition,XIAP antagonists,Yfh1-depleted yeast,human PMI inhibitors,WT yeast gro inh,WT yeast gro inh mutant strain,PMI inhibitors
COc1ccc(-c2nnc3sc(-c4ccccn4)nn23)cc1,x,-4%,1.1,x,-2.8%,i,7%,x,x,4%
O=C1NCC(COCc2ccccc2)O1 (stereo not given),3%,-3%,1.1,-3%,-7.3%,i,0%,-7,-2,-2%
CCN(CC)S(=O)(=O)c1ccc2oc(SCC(=O)NCc3ccccc3)nc2c1,13%,-9%,1.1,1%,-4.0%,i,6%,8,18,15%
O=C(c1ccc2c(c1)OCO2)N1CCN(c2ccc(F)cc2)CC1,-2%,-3%,1.1,2%,-0.8%,i,-8%,6,-2,-18%
Cc1ccc(C(=O)c2cc([N+](=O)[O-])ccc2N2CCOCC2)cc1,0%,-3%,1,8%,-9.4%,i,13%,18,6,20%
c1ccc2c(c1)nc1n2CC2CON(C3CCCCC3)C12 (stereo not given),-8%,-5%,x,10%,x,i,x,x,x,x
CCOC(=O)N1CCN(C(=O)CCN2C(=O)COc3ccccc32)CC1,-5%,-7%,1.1,-2%,-3.3%,i,3%,14,9,-4%
CCOC(=O)C1(CCCc2ccccc2)CCN(C2CCN(C(C)=O)CC2)CC1,-2%,1%,1.1,0%,-7.2%,i,-5%,24,1,5%
COc1cc(C(=O)OCC(=O)Nc2ccc(SC(F)F)cc2)cc(OC)c1OC,-2%,-1%,1.1,0%,-0.3%,i,9%,6,-8,6%
CNC(=O)C(NC(=O)Nc1ccc(C)cc1)C(C)(C)C (stereo not given),3%,-6%,1,11%,-1.8%,i,9%,-1,1,11%
Cn1c(=O)oc2cc(NC(=O)CCl)ccc21,4%,-3%,x,5%,x,i,x,x,x,x
Cc1cccc(/C(N)=N/OC(=O)Cc2cccs2)c1,11%,2%,1.1,11%,-7.1%,i,10%,29,13,9%
CC(C)(C)C(=O)c1no[n+]([O-])c1/C(=N/O)C(C)(C)C,9%,-11%,1.1,7%,-4.1%,i,-1%,26,39,-5%
CCOc1cnc(C(=O)NNC(=O)C(Br)C(C)C)o1 (stereo not given),1%,-9%,1.1,11%,-1.9%,i,-6%,3,1,-15%
O=C(CCCCCNC(=O)c1ccccc1Cl)N/N=C/c1ccco1,5%,-3%,1.1,7%,-3.7%,i,-2%,8,13,-12%
Fc1ccc(-n2cc(-c3ccccc3)[n+]3c2SCC3)cc1,5%,-10%,1.1,0%,-4.3%,i,-3%,3,15,2%
CC(C)n1cnc2c(Nc3cccc(Cl)c3)nc(NCCCO)nc21,1%,-5%,x,3%,x,i,x,x,x,x
O=C(CN1CCSCC1)N/N=C/c1ccc(F)cc1,23%,-2%,1.2,0%,0.3%,i,-10%,-15,-11,-1%
O=C(NNC(=S)NC1CC2CCC1C2)c1ccc(Cl)cc1 (stereo not given),1%,2%,x,-18%,x,i,x,x,x,x
CC(C)CCNC(=O)CC1C(=O)N(Cc2ccccc2)C(C)c2nc3ccccc3n21 (stereo not given),-3%,-2%,1.1,-1%,-10%,i,0%,-11,0,-3%
CC1(C)CC(=O)C=C(NNC(=O)c2ccccc2O)C1,-10%,0%,1,19%,0.6%,i,-11%,12,1,-11%
CC(=O)c1ccc(N2CCN(C(=O)c3cc(-c4ccc5c(c4)OCO5)nc4ccccc34)CC2)cc1,-10%,2%,1.1,u,-5.7%,i,11%,13,-4,14%
COC(=O)c1ccccc1NC(=O)CN(c1ccc(OC)cc1)S(C)(=O)=O,-11%,-12%,1,-5%,-4.8%,i,-9%,14,11,-9%
CC(CCc1ccccc1)NC(=O)CN1CCN(c2ccccc2)CC1 (stereo not given),-8%,6%,1.2,6%,-6.7%,i,8%,0,0,-4%
COc1ccc(/C=C2/C(=O)ON=C2c2ccccc2)cc1OC,-4%,-5%,1.1,8%,-3.1%,i,-8%,0,17,0%
Cc1c(NC(=O)c2cc3ccccc3c(=O)s2)c(=O)n(-c2ccccc2)n1C,0%,0%,1.1,16%,-5.0%,i,1%,-18,5,4%
CCOC(=O)C1=C2SCC(=O)N2C(N)=C(C#N)C1,16%,-6%,1.1,0%,0.5%,i,12%,17,-3,15%
C=C(C)CSc1cc(C)nc2c(-c3ccccc3)c(C)nn12,1%,-3%,x,-1%,x,i,x,x,x,x
CC1=C(C(=O)Nc2ccccc2C(F)(F)F)C(c2ccc(C)s2)NC(=S)N1 (stereo not given),4%,-2%,1,-1%,-3.8%,i,17%,19,5,5%
COc1ccc2cc(CN(CCCN3CCOCC3)Cc3nnnn3C3CCCCC3)c(=O)[nH]c2c1,0%,-8%,1.1,9%,-2.3%,i,-2%,10,26,2%

# 3 of the compounds above, with each value named:
compound: C=C(C)CSc1cc(C)nc2c(-c3ccccc3)c(C)nn12
  P. falciparum M17LAP: 1%	LYP inhibition: -3%	TNAP activation fold: x	M1AAP inhibition: -1%	XIAP antagonists: x	Yfh1-depleted yeast: i	human PMI inhibitors: x	WT yeast gro inh: x	WT yeast gro inh mutant strain: x	PMI inhibitors: x
compound: O=C(NNC(=S)NC1CC2CCC1C2)c1ccc(Cl)cc1 (stereo not given)
  P. falciparum M17LAP: 1%	LYP inhibition: 2%	TNAP activation fold: x	M1AAP inhibition: -18%	XIAP antagonists: x	Yfh1-depleted yeast: i	human PMI inhibitors: x	WT yeast gro inh: x	WT yeast gro inh mutant strain: x	PMI inhibitors: x
compound: CC(CCc1ccccc1)NC(=O)CN1CCN(c2ccccc2)CC1 (stereo not given)
  P. falciparum M17LAP: -8%	LYP inhibition: 6%	TNAP activation fold: 1.2	M1AAP inhibition: 6%	XIAP antagonists: -6.7%	Yfh1-depleted yeast: i	human PMI inhibitors: 8%	WT yeast gro inh: 0	WT yeast gro inh mutant strain: 0	PMI inhibitors: -4%

# Going on with the list:
SMILES,P. falciparum M17LAP,LYP inhibition,TNAP activation fold,M1AAP inhibition,XIAP antagonists,Yfh1-depleted yeast,human PMI inhibitors,WT yeast gro inh,WT yeast gro inh mutant strain,PMI inhibitors
O=C(NCc1ccco1)c1cc(C(=O)C2CC2)c[nH]1,-6%,-6%,1,2%,-7.7%,i,8%,-14,25,8%
O=C(CN1CCN(c2ccccn2)CC1)Nc1ccc(F)cc1,14%,3%,0.6,11%,-7.0%,i,-6%,-9,6,1%
COc1cccc(CC2(CO)CCN(C(=O)NCCc3ccccc3)CC2)c1,1%,-10%,1.1,0%,-4.4%,i,-4%,-1,16,2%
Cc1cc(NS(=O)(=O)c2ccccc2)cc(Cl)c1O,-8%,1%,1,18%,-7.4%,i,4%,7,1,-3%
CCn1c(Cc2ccccc2)nnc1SCC(=O)NC1CCCC1,0%,-7%,1.2,-3%,-5.1%,i,-6%,0,-3,-11%
CCOC(=O)CCCNC(=O)CSc1nc2ccc(OCC)cc2[nH]1,-3%,1%,1.1,-1%,-8.7%,i,19%,-7,9,17%
O=C(c1ccco1)c1cn(CC(=O)N2CCCc3ccccc32)c2ccccc12,-6%,6%,1.1,5%,-2.9%,i,11%,17,1,18%
C=CCn1c(SCC(N)=O)nnc1-c1cc2c(s1)CCC(CC)C2 (stereo not given),3%,0%,1.1,1%,-5.6%,i,7%,0,-31,7%
CCOC(=O)c1cnc2c(C#N)c(C)nn2c1C,2%,-4%,1.1,2%,-3.2%,i,-8%,-6,5,-1%
NC(=O)C1CCN(C(=O)CSCc2ccccc2Cl)CC1,19%,5%,1,5%,-1.7%,i,1%,-8,-2,2%
CC(=O)Nc1ccc(C(=O)Nc2nc(-c3cc(C)n(Cc4ccccc4)c3C)cs2)cc1,2%,-2%,1.2,2%,1.2%,i,19%,-2,14,-5%
COC(=O)CNc1nc(C2CC2)nc2c1nnn2Cc1ccccc1Cl,0%,-7%,1.1,5%,-0.7%,i,-4%,-12,7,-5%
CC(NC(=S)Nc1ccc(OC(F)F)c(Cl)c1)C(C)(C)C (stereo not given),-1%,1%,1.1,2%,-5.6%,i,-2%,47,28,2%
CCOc1ccccc1C(=O)N[C@H](C(=O)Nc1nc2c(s1)CCCC2)C(C)C,3%,8%,1,18%,-9.3%,i,15%,40,14,7%
COc1cccc(OCCSc2nc(N)cc(N)n2)c1,6%,-3%,1.1,11%,-5.4%,i,8%,-30,-21,4%
Cc1ccc(Nc2c(-c3ccc(N(C)C)cc3)nc3ncccn23)cc1,7%,15%,x,12%,x,i,x,x,x,x
O=C(COC(=O)c1ccccc1OCC(=O)Nc1ccc(Br)cc1)Nc1ccccc1,1%,-9%,1.1,-1%,-5.7%,i,4%,1,-25,5%
CCC1(CC)NC(=O)N(CC(=O)OCC(=O)Nc2ccccc2[N+](=O)[O-])C1=O,1%,-2%,1.1,2%,4.9%,i,-14%,-11,-8,-38%
Cc1ccc(S(=O)(=O)CCc2nnc(NC(=O)C3CCCCC3)s2)cc1,-3%,-9%,x,-4%,x,i,x,x,x,x
CCOc1ccc(OCC)c(NC(=O)CN(C)S(=O)(=O)c2cccc3nsnc23)c1,-3%,0%,1.1,6%,-7.1%,i,9%,-14,-16,10%
Cc1ccc2nc(C3CCN(CC(=O)N4CCCCCC4)CC3)[nH]c2c1,8%,-8%,1.1,1%,-6.3%,i,17%,18,15,13%
NC(=O)c1ccc(-c2csnn2)cc1,-20%,-6%,x,3%,x,i,x,x,x,x
O=C(NC1CCCCC1)c1cccc(Cn2cc(Cl)cn2)c1,10%,-2%,1.1,18%,-4.5%,i,-4%,0,-32,-5%
O=C1c2ccccc2C(=O)N1CCN1CCCCC1,12%,-9%,1.1,6%,-4.1%,x,3%,66*,-4.4*,-2%
O=C1CCC(c2ccccc2)N1C(=O)c1cccnc1 (stereo not given),-7%,87%*,1,6%,-3.9%,i,-12%,0,-3,-11%
COc1ccc2c(c1)C(NC(=O)C(F)(F)F)CC2=O (stereo not given),-4%,-7%,1.1,-4%,-1.5%,i,10%,-11,-12,6%
COc1ccc(OC)c(NC(=O)CSc2nnc(Cc3cccn3C)n2-c2ccc(F)cc2)c1,-3%,21%,1.1,12%,-4.1%,i,7%,10,0,7%
CCOc1ccc(C2C(C#N)=C(N)SC(N)=C2C#N)cc1OC,14%,-3%,1.2,8%,-40%,i,-23%,0,5,-41%
C=CCOc1ccc(C2C(C(=O)c3ccco3)=C(O)C(=O)N2Cc2cccnc2)cc1 (stereo not given),12%,3%,1.1,1%,-7.5%,i,-2%,-3,-10,12%
Cc1ccc(OC(C)C(=O)N/N=C/c2ccccn2)cc1 (stereo not given),16%,3%,1.1,1%,-1.4%,i,3%,0,2,1%
Cc1ccc(NC(=O)COC(=O)/C(=C/c2cccs2)c2cccs2)cc1S(=O)(=O)N(C)C,-6%,4%,1.1,8%,1.6%,i,16%,9,-6,8%
Cc1ccc(S(=O)(=O)N2CCCCC2)cc1NC(=O)Nc1ccc(Cl)cc1Cl,4%,8%,1.1,3%,-6.4%,i,6%,5,-7,14%
Cc1onc(-c2ccccc2Cl)c1-c1nc(-c2ccccn2)no1,4%,0%,1.1,2%,-5.0%,x,-8%,44,49,-1%
O=[N+]([O-])c1cc(S(=O)(=O)N2CCCCC2)ccc1NCCN1CCOCC1,9%,-1%,1,10%,-6.0%,i,10%,10,13,8%

# Source: PubChem BioAssay (several laboratories)

# Random draw from the library, and some 3.7% of all compounds hit somewhere here.
